Screens: PubChem BioAssay, National Center for Advancing Translational Sciences (NCATS)
Lipid storage S3 = qHTS Assay for Lipid Storage Modulators in Drosophila S3 Cells | Drosophila S3 cells, BODIPY lipid droplet fluorescence, 18-24 h; cells fed with added oleic acid | lipid storage change, negative = inhibition, % at the top dose, mostly 46.1 µM; hits show Potency in µM | 320,000 tested, 0.64% active; active = well fitted inhibition curve with a large enough effect in the signal ratio, with a control signal flat, not every such curve was filed as active; inconclusive = small, poorly fitted or top-dose-only effect, or effect the other way, or a change in a side signal; the % refers to the signal ratio
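Drosophila S3 cells got compounds at several concentrations plus oleic acid (400 uM solution). Laser-scanning cytometry with 488 nm excitation read lipid droplets at 500-530 nm and cells at 575-640 nm. Percent activity was relative to 20 uM Triacsin C.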
Lipid storage S3 cell count max = second read-out of Lipid storage S3, no call of its own (marks repeat the call); cell number change, %; measured here: cell count max response;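 cells counted by Cell Tracker Red CMTPX staining in the red channel; peak over a dose series mostly up to 46.1 µM; percent activity relative to internal control wells on each plate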
Starred values were filed as active, the others as inactive; i = inactive; ? = inconclusive; . = no result given. % is set by controls: 0 for no effect and ±100 for the full control effect; potency is the fitted concentration of half-maximal effect.

Below each compound – Lipid storage S3	Lipid storage S3 cell count max
CN(C)/C=C(/C(=O)c1ccc(Cl)cc1)S(C)(=O)=O
  -19%	-11
CCOc1cccc(NC(=O)CSc2nncn2N)c1
  ?	.
COc1ccc(C(=O)NC2CCCCCC2)cc1S(=O)(=O)N1CCCc2ccccc21
  ?	.
CCC(C)(C)C1CCC(NC(=O)c2ccc(S(=O)(=O)N3CCOCC3)cc2)CC1 (stereo not given)
  ?	.
Cc1ccc(S(=O)(=O)N/N=C\c2cn(CC(N)=O)c3ccccc23)cc1C
  ?	.
CSc1ccccc1OCc1cc(C(=O)NCc2ccc(C)s2)no1
  i	17
CCn1c(=S)sc2c(=O)n(CC(=O)Nc3ccccc3C(F)(F)F)c(C)nc21
  -5%	-25
CC1Oc2ccccc2N(Cc2ccccc2Cl)C1=O (stereo not given)
  -7%	-8
Cc1ccc(/C=N/c2sc(Cc3ccccc3)c(C)c2C(N)=O)o1
  0%	16
CCOc1ccc(-c2nnn(CC(=O)NCc3ccc(F)cc3)n2)cc1OCC
  ?	.

Reprinted from the part before: four entries, followed by the next part.
Below each compound – Lipid storage S3	Lipid storage S3 cell count max
CCn1c(=S)sc2c(=O)n(CC(=O)Nc3ccccc3C(F)(F)F)c(C)nc21
  -5%	-25
CC1Oc2ccccc2N(Cc2ccccc2Cl)C1=O (stereo not given)
  -7%	-8
Cc1ccc(/C=N/c2sc(Cc3ccccc3)c(C)c2C(N)=O)o1
  0%	16
CCOc1ccc(-c2nnn(CC(=O)NCc3ccc(F)cc3)n2)cc1OCC
  ?	.
O=C(NCCO)c1ccc(Oc2ccc(C(F)(F)F)cc2[N+](=O)[O-])cc1
  -8%	30
COc1ccc(C2=CC(=O)CC(c3ccc(OC)cc3)C2)cc1 (stereo not given)
  ?	.
CCc1cc(C(=O)c2ccc(C)cc2)c(NC(=O)CCl)s1
  ?	.
COc1ccc(NC(=O)CN(C)S(=O)(=O)c2cccc3nsnc23)cc1OC
  ?	.
CCc1ccc(NC(=O)CN(c2ccc(OC)cc2)S(=O)(=O)c2c(C)nn(C)c2C)cc1
  ?	.
O=C(c1ccc(S(=O)(=O)NCC2CCCO2)cc1)N1CCN(c2ccccc2)CC1 (stereo not given)
  ?	.
COc1ccc(Cc2nc(-c3ccccc3)no2)cc1
  i	.
CC(Oc1ccc2c(-c3ccccc3)cc(=O)oc2c1)C(=O)NCCN1CCOCC1 (stereo not given)
  122%	10
CCCN1C2CCCC1CC(NC(=O)c1cc(OC)cc(OC)c1)C2 (stereo not given)
  ?	.
O=C(OCc1ccc(F)cc1)c1cc(S(=O)(=O)N2CCCCC2)ccc1N1CCOCC1
  ?	.
CCOc1cc(NC(=O)C2CCCO2)c(OCC)cc1NC(C)=O (stereo not given)
  ?	.
CCOC(=O)Cc1c(C)nc2c(C#N)c(C)nn2c1C
  i	.
COc1cccc(OC)c1C(=O)NC(=S)Nc1ccc2c(c1)Cc1ccccc1-2
  ?	.
CC1CCCCN1C(=O)CSc1nnc(-c2ccccc2O)o1 (stereo not given)
  ?	.
C[C@@H]1CN=C2N(CCNC(=O)CCC3CCCCC3)[C@H](Cc3ccc(O)cc3)CN21
  ?	.
O=C(CN1CCCCC1)Nc1ccc(S(=O)(=O)N2CCOCC2)cc1
  -20%	-10
COc1cccc2c(=O)c(C/C=C(/C)Cl)c(C)[nH]c12
  ?	.
Cc1ccc(C(=O)Nc2nccs2)cc1
  ?	.
COC(=O)c1ccc(NC(=O)CCOc2ccccc2)cc1
  ?	.
O=C(CSc1ccc(F)cc1)NCCc1ccc(Cl)cc1
  ?	.
CN1c2ccc([N+](=O)[O-])cc2C(C)(C)C12C=Cc1cc(C(=O)O)ccc1O2 (stereo not given)
  0%	7
CCOC(=O)Nc1nnc(-c2ccc(OC)cc2)s1
  ?	.
O=S(=O)(c1ccc(SCc2ccccc2)nc1)N1CCCC1
  ?	.
Cc1nn(-c2ccccn2)c2c1-c1nc(N)ncc1CC2
  ?	.
CCC1=C(C(=O)OC)C(c2cc(OC)ccc2OC)C(C#N)=C(N)O1 (stereo not given)
  ?	.
CCN(CC)CCNCC(=O)Nc1ccc(Oc2ccccc2)cc1
  -20%	-18
COc1ccc(NC(=O)c2ccccc2NS(C)(=O)=O)cc1OC
  ?	.
O=C(COc1ccccc1F)NC1CCN(Cc2ccccc2)CC1
  ?	.
COC(=O)NCc1ccc(Cl)c(Cl)c1
  10%	-2
CCOC(=O)c1ccc(NC(=O)c2nc[nH]c2C(=O)NCCCCCNC(=O)OC(C)(C)C)cc1
  ?	.
CCC1c2ccc(C)n2CCN1C(=O)Nc1ccc(F)cc1 (stereo not given)
  ?	.
c1ccc2c(c1)[nH]c1c(NCC3CCCO3)ncnc12 (stereo not given)
  -1%	-16
CSc1nc2c(cnn2-c2ccc(C)c(C)c2)c(=O)[nH]1
  ?	.
O=C(Cc1ccccc1)NC1(Cc2ccc(O)cc2)CCCCC1
  ?	.
Cc1nn(C2CCS(=O)(=O)C2)c(C)c1CN(C)C(=O)c1cccc(Cl)c1 (stereo not given)
  i	-11
Cc1cc(C)cc(N(CC(=O)Nc2ccc(Br)cc2)S(=O)(=O)c2c(C)[nH]c(=O)[nH]c2=O)c1
  ?	.
Cc1cccc(CNS(=O)(=O)c2ccc(-c3ccc(=O)[nH]n3)s2)c1
  ?	.
CCOC(=O)C1CCCCN1Cc1cc(OC)ccc1OC (stereo not given)
  -3%	9
CCCCC(=O)Nc1nnc(S(=O)(=O)N2CCCc3ccccc32)s1
  ?	.
Cc1onc(-c2ccccc2)c1C(=O)NC(=S)NNC(=O)c1cccnc1
  ?	.
O=C(CCC1CCCN(C(=O)c2ccc3cc[nH]c3c2)C1)NCc1ccc(F)c(F)c1 (stereo not given)
  0%	-24
O=C(Cn1c(=O)cnc2ccccc21)N1CCN(S(=O)(=O)c2ccccc2Br)CC1
  ?	.
Cc1cc(C)c2sc(N)nc2c1
  8%	15
COc1ccc(NC(=O)Nc2ccccc2)cc1S(=O)(=O)N1CCCCC1
  ?	.
COc1ccc(C(=O)C2CCCN(Cc3cnc(N4CCOCC4)s3)C2)cc1F (stereo not given)
  23%	4
COc1cc2c(cc1NCc1ccccn1)oc1ccccc12
  9%	3
CC(C)(C)c1ccc(COn2c(=O)c(-c3ccco3)[n+]([O-])c3ccccc32)cc1
  i	.
CCc1cccc2c(C(=O)COC(=O)c3cccc(S(=O)(=O)N(C)C4CCCCC4)c3)c[nH]c12
  -20%	7
Oc1ccc(CN2CCCCC2)nc1-c1ccccc1
  ?	.
COc1ccc(NC(=O)CSc2nc3[nH]ncc3c(=O)n2-c2ccccc2OC)cc1OC
  ?	.

Another view of part of the listing above.
O=C(Cn1c(=O)cnc2ccccc21)N1CCN(S(=O)(=O)c2ccccc2Br)CC1
  Lipid storage S3: ? | Lipid storage S3 cell count max: .

Cc1cc(C)c2sc(N)nc2c1
  Lipid storage S3: 8% | Lipid storage S3 cell count max: 15

COc1ccc(NC(=O)Nc2ccccc2)cc1S(=O)(=O)N1CCCCC1
  Lipid storage S3: ? | Lipid storage S3 cell count max: .

COc1ccc(C(=O)C2CCCN(Cc3cnc(N4CCOCC4)s3)C2)cc1F (stereo not given)
  Lipid storage S3: 23% | Lipid storage S3 cell count max: 4

Additional records follow:
Below each compound – Lipid storage S3	Lipid storage S3 cell count max
COc1ccc(OCc2nnc(SCC(=O)N3C(C)CCCC3C)o2)cc1 (stereo not given)
  ?	.
COc1ccccc1NC(=O)c1ccc(CN(c2cc(Cl)ccc2C)S(=O)(=O)c2ccccc2)cc1
  12%	8
Cc1c(C(=O)CN2CCOCC2)[nH]c2ccccc12
  18%	-7
CCOc1cc(N2CCOCC2)c(OCC)cc1NC(=O)c1c(-c2ccccc2Cl)noc1C
  -22%	-14
CCCS(=O)(=O)c1c(S(=O)(=O)CCC)c2c3ccccc3ccn2c1C(N)=O
  ?	.
COCCCNC(=O)c1ccc(Cn2c(=O)c3ccccc3n(Cc3ccc(C)cc3)c2=O)cc1
  ?	.
COc1ccc(NC(=O)C2CCCN2c2ccc(OC)c(OC)c2)cc1OC (stereo not given)
  11%	-6
Cc1cc(OCC(=O)OCC(=O)N2CCc3ccccc3C2)ccc1Cl
  ?	.
Fc1ccc(C[n+]2csc3ccccc32)cc1
  ?	.
COCC(=O)N(Cc1ccc(OC)cc1)Cc1nc2ccccc2c(=O)[nH]1
  ?	.
CC(C)OC(=O)CN1C(=O)C(C)(C)Oc2ccc(C(=O)NC3CC3)cc21
  i	.
Cc1ccc(C(=O)N2NC(c3ccc(F)cc3)C3C(=O)N(c4ccc(C)cc4)C(=O)C32)cc1 (stereo not given)
  ?	.
CN(C)S(=O)(=O)c1ccc(C(=O)N2CCOCC2)cc1
  ?	.
O=C(COC(=O)c1cnccn1)c1ccc(Cl)cc1
  i	.
Cc1ccc(NC(=O)c2cc(S(=O)(=O)N3CCCCC3)cs2)cc1
  ?	.
COC(=O)Cc1ccc(NC(=O)C(c2ccccc2)c2ccccc2)cc1
  ?	.
O=C1/C(=C\c2ccc(O)c(O)c2)SC(=S)N1Cc1ccccc1
  ?	.
Nc1nnc(-c2cc3ccccc3oc2=O)s1
  ?	.
COc1ccc(C2C(C(=O)c3cccs3)=C(O)C(=O)N2c2nncs2)cc1 (stereo not given)
  ?	.
O=C(COC(=O)Cc1ccccc1F)Nc1ccc2[nH]c(=O)[nH]c2c1
  ?	.

Next part.
SMILES,Lipid storage S3,Lipid storage S3 cell count max
COC(=O)c1ccc(-c2noc(CN3CCCCC3c3nccn3C)n2)cc1 (stereo not given),1%,-7
Cn1c2c(c(=O)n(C)c1=O)C(CC(=O)Nc1ccc(F)cc1)C(=O)N2 (stereo not given),-17%,-11
CCc1c(C)nc(SCC(=O)N2CC(C)OC(C)C2)[nH]c1=O (stereo not given),-4%,-1
O=C1C(=C(c2ccccc2)c2ccccc2)Nc2ccccc21,?,.
c1ccc(CSc2nnc(-c3ccncc3)o2)cc1,?,.
CCOC(=O)C1=C(c2ccccc2)OC(N)=C(C#N)C1C(C)C (stereo not given),?,.
COc1ccc(C(CNC(=O)COc2ccc(Br)cc2F)N2CCCC2)cc1 (stereo not given),?,.
COCC1CCN(Cc2nc(-c3ccc4c(c3)OCO4)no2)C1 (stereo not given),?,.
Cn1ccc(C(=O)NC(=S)N2CCSCC2)n1,7%,18
Cc1cccc(Cc2nnc(NC(=O)c3cccc(S(=O)(=O)N4CCOCC4)c3)s2)c1,?,.
CCNc1nc(NCC)nc(SCCOc2ccc(C)cc2)n1,?,.
Cc1ccccc1CN1CCC(C(=O)Nc2ccc(Oc3cccnc3)cc2)CC1,?,.
CCOC(=O)Cn1nnc(-c2ccc(OCC(C)C)cc2)n1,-2%,-1
Cc1cccc(NS(=O)(=O)c2ccc(C(=O)NCCCN3CCCC3=O)cc2)c1C,i,-15
O=C(CCCCCNc1nc(=S)[nH]c2ccccc12)NCc1ccccc1Cl,11%,.
Cc1cccc(NC(=O)CSc2nc(C3CC3)nc3ccccc23)c1,?,.
C=CCOC(=O)C1=C(C)NC(=O)NC1c1ccc(N(C)C)cc1 (stereo not given),24%,7
Cc1[nH]c2ccc(C(=O)NC3CCCC3)cc2c1C,0%,-25
Cc1onc(-c2ccccc2)c1-c1ccnc(N)n1,-2%,2
Cc1ccc(S(=O)(=O)Nc2ccccc2C(=O)Nc2sccc2C(=O)NN(C)C)cc1,12%,13
O=C(O)CCN1CC2([N+](=O)[O-])CC=C(OCCO)C([N+](=O)[O-])(C1)C2 (stereo not given),1%,12
COc1ccc(C2=Nn3c(nnc3-c3cccnc3)SC2)cc1,4%,1
Cc1ccc(S(=O)(=O)NCC(C)n2nc(C)cc2C)cc1 (stereo not given),?,.
Cc1ccc2[nH]cc(S(=O)(=O)c3ccc(C(C)C)cc3)c(=O)c2c1,?,.
O=C(O)c1ccc(CSc2ccccn2)cc1,26%,7
C=CCn1c(NCCO)nc2sc3c(c2c1=O)CCC3,?,.
CCOC(=O)C1CCN(S(=O)(=O)c2ccc(CN3C(=O)c4cccnc4C3=O)cc2)CC1,?,.
C=CCn1c(SCC(=O)O)nnc1-c1ccc(C(C)(C)C)cc1,0%,5
COc1ccc(OC)c(S(=O)(=O)NC(C)c2ccc(-n3ccnc3)cc2)c1 (stereo not given),?,.
O=C(CNc1ccccc1F)Nc1cc(S(=O)(=O)N2CCCCC2)ccc1Cl,12%,-19
O=C(CNC(=S)N(Cc1ccccc1)Cc1ccccc1F)NCc1ccccc1,9%,-10
Cc1ccc(C)c(NC(=O)CCN2CCC(C)CC2)c1,?,.
COc1ccc2c(c1)CCc1c(C(=O)NCCc3ccc(OC)c(OC)c3)noc1-2,?,.
CC(C)c1ccc(N(CC(=O)N/N=C/c2ccc(OC3CSC3)cc2)S(=O)(=O)c2ccccc2)cc1,-14%,-16
CN(C)/C(CN1CCCCC1)=C1\N=C(c2ccccc2)OC1=O,?,.
COc1ccc(NC(=O)C2CCC(CNS(=O)(=O)c3csc(C(N)=O)c3)CC2)cc1OC (stereo not given),i,13
Cc1cccc(C)c1OCC(=O)N/N=C/c1cccn1C,11%,-8
CC(=O)c1ccc(NC(=O)C2C3CCC(C3)C2C(=O)O)cc1 (stereo not given),i,-8
COc1ccc(NC(=O)c2ccc3c(SCC(=O)O)c4c(nc3c2)CCCC4)c(OC)c1,?,.
C=C(C)CNC(=S)NNC(=O)c1cc(C)oc1C,?,.
COC(=O)c1c(C(=O)OC)c(-c2ccc(C)cc2)n2c1CCC2,9%,-8

Not all compounds are listed; count on the stated rates, not on these rows.
